# HTR5A inv ctr: inverse agonist of human HTR5A in OPRM1-OPRD1 counter-screen; P47898; AID 504634; inhibition, % at 9.3 µM; HTR5A cell line, luminescence, inverse agonism; hit rate 0.083% among 340,000; in the data active means inhibition mostly above about 23%, no sharp cut-off; inactive means mostly below about 18%;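 further: 0% = cells with DMSO and 100% = no-cell wells with DMSO; some compounds called inactive have numbers as strong as hits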
# PfHsp90 set2: inhibits growth of yeast expressing Plasmodium falciparum Hsp90; inhibition, % at 9.4 µM; S. cerevisiae expressing PfHsp90, BacTiter-Glo ATP, 48 h; yeast lacking PDR1 and PDR3 efflux regulators; hit rate 0.32% among 310,000;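 active means every replicate shows inhibition above about 80%, whatever the replicate mean, limit read from the data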;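 further: 0% = DMSO neutral controls and 100% = 20 µM radicicol positive controls; yeast relying on Plasmodium falciparum Hsp90 in place of its own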
# Ecoli viability: bacterial growth inhibition, counter-screen for AddAB inhibitors; hit rate 0.27% among 330,000; inhibition, % at 11.9 µM; AID 449728; E. coli V3065 growth, OD600 absorbance, 18 h;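 active means inhibition above the campaign's mean inhibition across all tested compounds plus 3 SD, cut at about 9.9% in these data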;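 further: uninfected addAB+ strain grown without phage in ampicillin broth; 0% = DMSO wells and 100% = ciprofloxacin 0.95 µg/ml wells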
# SUMO Mot1 rescue: blocks SUMOylation pathway, rescuing yeast Mot1-301 growth. S. cerevisiae Mot1-301 growth rescue, ATP luminescence, 38.5C; percent above DMSO median, 100 means doubled. growth rescue, % at 18.8 µM. hit rate 1% among 320,000. AID 2716;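 active means every valid replicate shows activation above 250% relative to neutral control wells; inactive means the rest, any valid replicate at or below 250%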;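 further: OY570 slx delta 5 strain wells were the positive control but not used for scaling; some compounds called inactive have numbers as strong as hits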
# OPRM1-OPRD1 inv: inverse agonists of human mu-delta opioid receptor heterodimerization. inhibition, % at 9.3 µM. hit rate 0.21% among 340,000. cell-based MOR-DOR heterodimer luminescence, inverse agonism. P35372+P41143; in the data active means inhibition above about 22%, passing the limit was not always enough;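 further: 0% = cells with DMSO and 100% = wells without cells with DMSO; values of inactives mirror those of a sister screen read the other way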
# DSG3 Ab inh: inhibitors of pemphigus antibody binding to human desmoglein-3 | P32926 | DSG3-coupled beads, scFv-anti-DSG3-GFP binding, flow cytometry; stronger effect = lower value | binding (percent of control), % at 10 µM | hit rate 0.48% among 310,000 | AID 588358;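 active means binding more than 3 SD below its plate's average and above zero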; further: some compounds called inactive have numbers as strong as hits
# Target sequence (P32926 whole entry, looked up): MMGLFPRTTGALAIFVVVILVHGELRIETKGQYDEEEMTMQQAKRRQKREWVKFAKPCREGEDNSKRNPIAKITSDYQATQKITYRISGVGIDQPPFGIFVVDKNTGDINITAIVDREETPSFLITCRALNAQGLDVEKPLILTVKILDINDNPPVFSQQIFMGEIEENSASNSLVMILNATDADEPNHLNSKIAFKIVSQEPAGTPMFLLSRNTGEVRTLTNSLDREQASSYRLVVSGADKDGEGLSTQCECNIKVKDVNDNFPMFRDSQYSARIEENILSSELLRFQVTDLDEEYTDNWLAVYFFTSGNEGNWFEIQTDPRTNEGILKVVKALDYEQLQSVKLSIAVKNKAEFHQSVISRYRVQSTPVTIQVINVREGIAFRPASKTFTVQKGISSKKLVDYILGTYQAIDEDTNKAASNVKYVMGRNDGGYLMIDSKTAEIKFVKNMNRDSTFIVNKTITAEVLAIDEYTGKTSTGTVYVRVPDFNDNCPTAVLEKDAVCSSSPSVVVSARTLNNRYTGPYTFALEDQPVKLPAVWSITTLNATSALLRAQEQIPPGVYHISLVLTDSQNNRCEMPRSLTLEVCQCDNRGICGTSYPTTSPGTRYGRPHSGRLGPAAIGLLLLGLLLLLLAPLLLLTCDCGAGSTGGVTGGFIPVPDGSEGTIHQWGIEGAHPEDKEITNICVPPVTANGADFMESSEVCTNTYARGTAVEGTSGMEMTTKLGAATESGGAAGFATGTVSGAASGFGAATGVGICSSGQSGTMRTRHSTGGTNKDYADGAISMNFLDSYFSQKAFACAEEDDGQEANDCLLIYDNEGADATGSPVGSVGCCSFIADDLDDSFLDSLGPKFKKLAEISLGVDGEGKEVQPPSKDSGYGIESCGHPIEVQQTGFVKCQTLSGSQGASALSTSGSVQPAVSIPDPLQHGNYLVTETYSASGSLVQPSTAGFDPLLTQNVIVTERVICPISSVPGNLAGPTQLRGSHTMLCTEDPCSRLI
# AddAB inh: less growth of phage-infected E. coli with AddAB. E. coli expressing H. pylori AddAB, absorbance growth. inhibition, % at 11.9 µM. hit rate 0.29% among 330,000. AID 435030; in the data active means inhibition above about 12%;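 further: 0% = vehicle wells of infected cells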
# PKA-R1A act: PKA-R1A complex activation; hit rate 0.083% among 340,000; P00514+P68181; activation, % at 11.4 µM; PKA-R1A dissociation, Cy5-IP20 fluorescence polarization; scaled: DMSO 0%, 113 µM cGMP 100%;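 active means percent activation above the mean of all tested compounds plus 3 SD, cut at about 19% in these data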;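 further: higher means more PKAc released from R1A so a rise in polarization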
# HTR5A ag: counter-screen for OPRM1-OPRD1 agonists: human HTR5A agonism; hit rate 0.61% among 340,000; AID 504692; activation, % at 9.3 µM; HTR5A agonist assay, luminescence, cell-based; in the data active means activation mostly above about 9.5%, no sharp cut-off; inactive means mostly below about 7.6%;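 further: 0% = cells with vehicle only and 100% = reference agonist; strong numbers were not always called active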
# phage Ecoli inh: E. coli growth loss with phage present | growth absorbance | inhibition, % at 11.9 µM | hit rate 0.26% among 360,000; in the data active means inhibition above about 11%
# OPRM1-OPRD1 ag: agonists of human mu-delta opioid receptor heterodimerization; AID 504326; hit rate 0.3% among 340,000; cells, OPRM1-OPRD1 heterodimerization, luminescence; activation, % at 9.3 µM; in the data active means activation above about 18%;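 further: 0% = vehicle-treated cells and 100% = reference agonist; values of inactives mirror those of a sister screen read the other way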
# Active calls of the source: *; . = no result given. No enrichment for hits (roughly 3.2% active in at least one column).
smiles,HTR5A inv ctr,PfHsp90 set2,Ecoli viability,SUMO Mot1 rescue,OPRM1-OPRD1 inv,DSG3 Ab inh,AddAB inh,PKA-R1A act,HTR5A ag,phage Ecoli inh,OPRM1-OPRD1 ag
C=C1SC(=Nc2ccccc2Cl)N(C(=O)c2sc3ccccc3c2Cl)C1(C)C,-4,-3,1.2,256,-15,100,2.3,6,1,3.3,3.0
O=C(CCC(=O)Nc1ccccc1Cl)NNS(=O)(=O)c1ccc(Cl)cc1,4,-15,.,-6,8,102,.,-10,0,2.5,-1.5
CCCOC(=O)/C(C)=N\NC(=O)c1ccco1,17,-14,-3.0,5,0,110,4.8,3,5,0.1,0.0
COc1ccc(N2C(=O)c3ccccc3NC2c2ccc(OC)c(Cn3cc([N+](=O)[O-])cn3)c2)cc1 (centres undefined),2,3,0.3,-13,12,86,1.1,-26,3,1.1,-2.4
O=C(CC(C(=O)O)C1CCCO1)NCCc1ccc2c(c1)OCO2 (centres undefined),15,-14,-0.1,-14,7,.,2.1,7,0,2.7,-1.4
Cc1nc2scc(-c3cccs3)c2c(=O)o1,6,2,1.3,-23,3,98,3.0,2,2,2.8,-0.6
COC(=O)C1=NN(c2ccccc2OC)C2C(=O)N(c3ccccc3OC)C(=O)C12 (centres undefined),5,5,3.4,-26,16,99,4.0,0,-2,2.0,-2.6
CC(C)CC(NC(=O)C(NC(=O)C1CCC(=O)N1C(=O)OCc1ccccc1)C(C)C)C(=O)N1CCCC1C(N)=O (centres undefined),-2,-33,1.8,-19,-9,88,3.4,-13,1,0.5,1.2
COc1ccccc1CNC(=O)COC(=O)c1cc2ccccc2o1,-3,.,-0.9,6,11,90,-0.5,1,1,2.1,-2.1
Cc1c(C)[n+](=O)c2c(n1[O-])CCCCC2,-5,7,-0.4,-17,14,90,1.4,-1,2,1.1,-2.4
COc1ccccc1-n1cnc2cc(NC(C)=O)ccc21,-4,-19,-0.5,159,15,97,2.7,-6,1,0.0,-2.9
Cc1ccc(-n2c(C)nnc2SC(C)C(=O)N2CCCC2)cc1 (centres undefined),0,-6,2.8,285*,-10,.,1.4,-3,0,0.9,1.5
Cc1ccc(Cl)c(OCC(=O)Nc2ccc3c(c2)OCCO3)c1,16,.,-1.0,43,-14,99,0.0,1,3,3.5,2.6
O=C(CN1C(=O)NC2(CCCC2)C1=O)NCc1cccc(Cl)c1,4,.,-0.1,-10,12,92,0.1,-5,-1,4.1,-2.2
CC(C)n1c(O)c(N=NC(=O)C2COc3ccccc3O2)c2ccccc21 (centres undefined),-3,-16,-0.2,-18,-2,103,-2.2,-13,8,-0.5,0.4
Cc1c(N=Cc2cc3c(cc2[N+](=O)[O-])OCO3)cccc1[N+](=O)[O-],-4,-7,-0.9,-2,-6,.,1.6,-4,0,3.3,1.2
CCCC(CCC)c1nnc(NC(=O)c2ccco2)s1,6,-12,-1.8,-8,-1,115,-0.7,1,-2,3.0,0.1
CCOC(=O)Cc1nnc(NC(=O)c2ncn[nH]2)s1,-1,8,-0.3,-6,19,104,2.4,-6,0,1.4,-3.8
Cc1ccc(N2NC(=O)/C(=C\c3cc4c(cc3[N+](=O)[O-])OCO4)C2=O)cc1C,-12,16,-2.5,33,8,97,4.5,5,5,0.9,-1.3
CN(C(=O)CCc1nnc(CCCCc2ccccc2)o1)C1CC(C)(C)NC(C)(C)C1,-5,4,-1.0,-4,5,97,-2.8,-4,2,1.6,-1.0
O=C(Nc1ccc2c(c1)OCO2)C1CC(c2ccccc2Cl)=NO1 (centres undefined),-10,-4,-0.6,-3,13,102,1.0,-8,5,0.1,-2.3
C=CCOC(=O)COc1ccc2c(C)c(C)c(=O)oc2c1,1,10,0.1,9,13,98,1.2,1,3,1.2,-2.6
CC(Oc1ccccc1)C(=O)N1CCCc2ccccc21 (centres undefined),-15,-1,0.7,5,15,99,0.8,-6,0,5.1,-3.0
CCOC(=O)C(C)Sc1nnc(NC(=O)c2cccc([N+](=O)[O-])c2C)s1 (centres undefined),-18,-21,0.3,68,8,111,2.4,-1,4,1.3,-1.5
N#CCCn1cc(C(=O)CN2C(=O)NC3(CCCCCC3)C2=O)c2ccccc21,-15,-29,-1.0,.,12,.,0.4,-6,1,2.0,-3.0
CCc1c(O)nc(SCC(N)=O)n(-c2ccccc2F)c1=O,-23,-22,0.8,-14,8,103,0.5,6,7,-1.0,-1.6
NNC(=O)CC(=O)NC1(Cc2ccc(O)cc2)CCCCC1,13,-15,1.4,.,10,99,1.2,-7,-5,3.4,-2.2
N=c1c(C(=O)NCc2ccccc2)cc2c(=O)n3ccccc3nc2n1Cc1ccco1,9,-2,-1.5,-13,18,79,-0.1,3,-3,2.9,-3.4
Cc1ccc(-n2ncc3c(=O)n(CC(=O)N4CCCCCC4)cnc32)cc1,11,6,1.6,3,10,98,4.2,2,-4,3.4,-2.1
Cn1c2ccccc2c2c(C(=O)N3CCN(c4ccc(F)cc4)CC3)cn(C3CCCC3)c(=O)c21,4,-27,-1.1,-30,22,71,-0.5,-5,1,0.9,-3.9
CN(C)CCCO/N=C(\c1ccccc1)c1ccncc1,-27,1,-1.0,-3,6,105,2.6,-3,8,-1.9,-1.2
O=C(COc1ccc(Cl)cc1[N+](=O)[O-])N1CCCCC1,-38,-7,2.1,5,5,106,3.8,0,-2,2.3,-0.9
CCCCN(C(=O)C1CC1)C1CCS(=O)(=O)C1 (centres undefined),-5,13,0.5,1,11,97,1.0,-6,-2,0.5,-1.6
CCCc1cc(=O)oc2c(C)c(OCC(=O)N3CCC(C(=O)O)CC3)ccc12,14,1,2.8,10,15,100,7.9,3,1,-1.0,-2.9
CC(=O)Nc1ccc(-c2cc(-c3ccccc3)nc(-c3ccccc3)n2)cc1,-4,-35,-1.6,10,-6,-15*,4.0,7,4,3.5,1.2
O=C(COC(=O)CN1C(=O)COc2ccccc21)NC1CCCCC1,6,2,-0.1,-9,7,103,-0.1,-2,3,3.7,-1.5
O=C(O)c1cc(-c2cc(C(=O)O)c3ccccc3n2)ccc1O,-10,-7,.,.,9,109,.,-6,2,3.5,-1.8
CC1CC(C)CN(c2ccc(S(=O)(=O)N3CCOCC3)cc2)C1 (centres undefined),-24,-4,-0.7,18,-6,105,1.8,-6,-2,1.2,0.9
Cc1ccc2c(C)c(C(=O)N(C)Cc3ccncn3)oc2c1C,7,46,-0.7,-9,4,105,0.4,-3,-3,0.9,-0.9
Cc1ccc(NC(=O)c2cc(=O)c3ccccc3o2)c(C)c1,14,18,-1.4,-12,16,113,1.2,2,-3,3.8,-3.2
CCOC(=O)CSC1=C(C#N)C(c2ccc(C)s2)CC(=O)N1 (centres undefined),-6,18,-1.4,1,11,121,-2.3,-4,1,1.2,-1.8
CCOc1cccc(N(C(=O)c2ccco2)C(C(=O)NC2CCCC2)c2cccnc2)c1 (centres undefined),-10,40,-1.6,27,-9,100,3.8,8,2,1.8,1.1
CCN(CC(=O)Nc1ccc(NC(C)=O)cc1)C(=O)Cc1c(Cl)cccc1Cl,-11,34,0.2,-12,14,107,-0.3,4,-5,0.7,-2.7
Cc1ccc(CS(=O)(=O)CCC(=O)NCCCN2CCCC2=O)cc1,16,17,0.7,14,8,105,-0.8,-1,-6,0.1,-1.4
Cc1cc(C(=O)CN2C(=O)NC3(CCC(C)CC3)C2=O)c(C)n1C (centres undefined),11,-8,1.8,0,6,.,1.4,-5,0,-1.5,-1.2
CCOC(=O)/C(=N\Nc1ncnc2ccccc12)c1ccc(C)cc1,-10,-4,-2.8,131,-27,101,0.2,1,4,-0.1,5.2
CCN1CCc2c(sc(N)c2C#N)C1,-30,41,-1.1,-11,14,109,3.3,-8,8,2.7,-3.4
Clc1ccc(OCc2nnc(-c3ccccc3Br)o2)c(Cl)c1,6,-6,-0.4,14,-1,96,1.6,1,-1,0.7,0.1
CCOCC(=O)N1CCN(c2ccc(F)cc2)CC1,-15,-42,0.8,260,11,106,3.0,-13,-1,0.2,-2.6
C=CCN(CC=C)C(=S)NC(=O)c1ccc([N+](=O)[O-])cc1,-3,-63,-1.2,-7,11,99,0.0,-9,1,3.8,-2.1
Cc1cccc(Nc2c([N+](=O)[O-])c(=O)n(C)c3ccccc23)c1,-5,-48,1.5,-1,5,98,3.4,-6,0,2.4,-0.7
COc1ccc(C2c3cc(OC)c(OC)cc3CCN2C(=O)c2ccccc2Br)cc1OC (centres undefined),2,16,1.0,-11,17,114,1.3,-9,-1,0.5,-3.3
Cc1oc(-c2ccc(Cl)cc2)nc1CN1CCCC(C(=O)NCc2ccccn2)C1 (centres undefined),10,-3,-1.5,1,1,100,-3.0,-5,2,2.2,-0.3
O=C(O)c1cccc(-c2ccc(/C=C3/SC(=Nc4ccccc4)N(Cc4cccnc4)C3=O)o2)c1,-13,-16,.,-18,-3,104,.,0,4,1.6,0.8
CC(O)c1cccc(-c2ccc(CN3C[C@]4(CO)O[C@@H](CO)C[C@@H]4S3(=O)=O)cc2)c1 (some centres undefined),-4,-6,0.9,.,14,98,-0.1,-8,1,0.7,-2.8
COc1ccc2c(CC(=O)Nc3ccccc3OC)coc2c1,3,-14,2.8,-1,17,101,5.0,-6,-1,1.6,-3.4
O=C(COc1ccc(Cl)cc1)NCc1nnc(SCC(=O)N2CCCCCC2)o1,-11,.,1.1,-8,3,85,2.8,-1,-4,4.6,-0.5
Cc1ccc(S(=O)(=O)N2CCN(C(=O)c3ccco3)CC2)c(C)c1,-40,-8,-1.0,-15,14,104,1.6,1,10*,1.8,-3.0
COc1cc(C(=S)N2CCOCC2)cc(OC)c1OC(=O)c1cc([N+](=O)[O-])cc([N+](=O)[O-])c1,-10,0,-3.1,-1,-22,106,-0.2,4,1,-0.9,4.4
COc1cc(CN2CCC(C(=O)N3CCC(C)CC3)CC2)cc(Br)c1O,25,.,-0.1,20,9,96,-0.2,-10,-6,1.3,-1.7

# New compounds follow
smiles,HTR5A inv ctr,PfHsp90 set2,Ecoli viability,SUMO Mot1 rescue,OPRM1-OPRD1 inv,DSG3 Ab inh,AddAB inh,PKA-R1A act,HTR5A ag,phage Ecoli inh,OPRM1-OPRD1 ag
COC(=O)c1ccccc1NC(=O)c1sc(Cl)nc1C,-4,-24,1.7,-11,-10,105,5.5,-12,1,2.5,2.1
O=C(CSc1nnc(CNc2ccc(F)cc2)n1Cc1ccccc1)NCc1ccccc1,2,0,-2.6,3,4,98,-2.0,-5,2,0.9,-0.8
CC(C)(C)C(=O)Nc1ccc(-c2csnn2)cc1,13,12,1.3,-14,14,105,2.8,0,-3,3.3,-2.6
O=C(Nc1ccno1)Nc1ccc(Cl)cc1Cl,-48,10,-2.6,30,-43,108,-0.4,-2,1,1.5,8.2
Cc1ccnc2nc(C(=O)OCCOc3cccc(Br)c3)nn12,-32,-26,-0.1,1,-3,92,-0.7,3,2,1.8,0.6

# Screening results: PubChem, several laboratories
